FLuc counter – counter-screen for miR-21 project: firefly luciferase inhibitors or activators. Potency, µM (doses to about 57.5 µM), for the others: top-dose activity change, negative = inhibition, hits mostly inhibitors. 360,000 compounds, 6.9% hits. P08659. purified FLuc, Km substrates, luminescence inhibition;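 further: plate controls were vehicle for no effect and reference inhibitor for full effect; nearly all actives have a fitted effect of over 55% in size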
Target sequence (P08659 whole entry, looked up): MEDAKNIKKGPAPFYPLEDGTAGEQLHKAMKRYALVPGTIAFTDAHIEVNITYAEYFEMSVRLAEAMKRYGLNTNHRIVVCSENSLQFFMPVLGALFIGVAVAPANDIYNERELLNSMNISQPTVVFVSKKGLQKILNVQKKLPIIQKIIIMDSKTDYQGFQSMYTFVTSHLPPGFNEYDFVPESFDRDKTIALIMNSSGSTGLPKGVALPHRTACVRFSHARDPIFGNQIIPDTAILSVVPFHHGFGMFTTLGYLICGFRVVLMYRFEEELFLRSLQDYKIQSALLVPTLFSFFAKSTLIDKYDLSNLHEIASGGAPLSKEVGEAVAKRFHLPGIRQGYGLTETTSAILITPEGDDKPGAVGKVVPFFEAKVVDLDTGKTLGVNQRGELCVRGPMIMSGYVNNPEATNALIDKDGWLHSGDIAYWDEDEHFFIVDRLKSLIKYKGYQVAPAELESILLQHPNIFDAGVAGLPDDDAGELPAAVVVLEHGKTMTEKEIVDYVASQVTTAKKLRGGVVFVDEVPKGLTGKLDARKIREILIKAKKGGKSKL
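Purified P. pyralis luciferase, 10 nM final, with Km-level 10 uM D-luciferin and 10 uM ATP in 50 mM Tris acetate pH 7.5, 10 mM Mg acetate, 0.01% Tween-20, 0.05% BSA; 6-point qHTS titration about 60 µM downward; luminescence read.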
Gal4-VP16 FLuc – counter-screen for ROR gamma inhibitors: Gal4-VP16 reporter. Drosophila S2 Gal4-VP16 UAS-luciferase, luminescence, 20 h. AID 2546. 310,000 compounds, 3.5% hits. Potency, µM (titrated, usually from 53.6 µM), without a hit: at the top dose activity, negative = inhibition, usual class: inhibitors;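 further: Gal4-VP16 expression switched on by copper sulfate through the metallothionein promoter; on the % scale 0 is the no-effect control and ±100 the full control effect; nearly all actives have a fitted effect of over 50% in size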
uPA surface inh – cell surface uPA generation inhibition; cell surface uPA generation assay, qHTS; Potency, µM (titrated, usually from 38.3 µM), inactives show at the top dose activity change, negative = inhibition, hits mostly inhibitors; 330,000 compounds, 0.31% hits; active means well fitted inhibition curve with a large enough effect; inconclusive means small, poorly fitted or top-dose-only effect; inactive means no such curve, though single readings can be large or run the other way; tested in mouse RAW 264.7 cells; further: on the % scale 0 is the no-effect control and ±100 the full control effect; nearly all actives have a fitted effect of over 55% in size
Rab9 promoter act – Rab9 promoter activation. Huh7 Rab9 promoter-luciferase reporter, luminescence, 24 h. Potency, µM (series often up to 9.22 µM), without a hit: at the top dose activation, negative = inhibition, actives largely listed as activators. 320,000 compounds, 2.8% hits. AID 485297; further: % of control where 0% means no effect; nearly all actives have a fitted effect of over 60% in size
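Using Huh7 cells stably transfected with Rab9 promoter–luciferase, compounds were incubated 24 h at 37 °C, 5% CO2; luciferase luminescence was read 10 min after reagent addition.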
NPC1 prom act – NPC1 promoter activation; Huh7 NPC1 promoter luciferase reporter, 24 h; 320,000 compounds, 2.4% hits; Potency, µM (top dose mostly 9.22 µM), for the others: at the top dose activation, usual class: activators; AID 485313;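 further: % of control where 0% means no effect; nearly all actives have a fitted effect of over 60% in size; reporter is driven by a mutant NPC1 promoter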
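Luminescence from an NPC1 promoter-driven luciferase reporter in stably transfected Huh7 cells was measured after 24 h compound treatment at 37 °C, followed by 10 min ambient incubation with luciferase detection reagent.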
MLL CXXC-DNA inh – MLL CXXC-DNA interaction inhibition; MLL-CXXC / FITC-HOXA9 DNA fluorescence polarization; AID 2662; 290,000 compounds, 0.037% hits; Potency, µM (series often up to 115 µM), for the others: at the highest dose activity change, negative = inhibition, most hits filed as inhibitors; active means well fitted inhibition curve with a large enough effect in the polarisation, with a control signal flat, not every such curve was filed as active; inconclusive means small, poorly fitted or top-dose-only effect, or effect the other way, or a change in a side signal; inactive means no such curve, though single readings can be large or run the other way; the % refers to the polarisation
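Steps: dispense CXXC domain solution (7 uM) → pin compounds or unlabeled HOX-A9 DNA control → 5 min ambient → add FLSN-HOX-A9 solution (50 nM) → spin → 30 min ambient → fluorescence polarization. Tris pH 7.5/NaCl/DTT/BSA buffer.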
p53 reactivation – mutant p53 re-activation in reporter cells | H1299 p53-A138V BP100-luciferase reporter, luminescence, 24 h | Potency, µM (titrated, usually from 92.2 µM), for inactives: at the highest dose activity change, positive = activation, actives largely listed as activators | 320,000 compounds, 0.063% hits | AID 504706; further: % of control where 0% means no effect; nearly all actives have a fitted effect of over 45% in size
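p53-null H1299 cells stably carrying temperature-sensitive p53-A138V and a BP100-luciferase reporter were pinned with compounds (4-point, 1:5 series) and held 24 hrs at 37 deg C. Luminescence was read 10 min after detection reagent.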
RORg inh – blocks mouse ROR gamma transcriptional activity | Drosophila S2 Gal4-RORgamma UAS-luciferase reporter, 20 h | 310,000 compounds, 5.4% hits | Potency, µM (top dose mostly 53.6 µM), for inactives: at the top dose activity change, negative = inhibition, most hits filed as inhibitors | P51450 | AID 2551; further: on the % scale 0 is the no-effect control and ±100 the full control effect; nearly all actives have a fitted effect of over 60% in size
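Drosophila S2 cells stably expressing Gal4-DBD/mouse RORγ fusion under metallothionein promoter plus UAS-luciferase; compound 1 h, then 700 uM CuSO4 induction for 20 h at ambient temperature; inhibition read as reduced luminescence.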
MBNL1-CUG inh – blocks human MBNL1 binding to CUG repeat RNA | TR-FRET MBNL1-His/biotin-(CUG)12 binding, 665/545 ratio | Potency, µM (titrated, usually from 57.5 µM), for the others: top-dose activity change, negative = inhibition, usual class: inhibitors | 280,000 compounds, 0.036% hits | Q9NR56 | AID 2675; active means well fitted inhibition curve with a large enough effect in the signal ratio, with a control signal flat, not every such curve was filed as active; inconclusive means small, poorly fitted or top-dose-only effect, or effect the other way, or a change in a side signal; inactive means no such curve, though single readings can be large or run the other way; the % refers to the signal ratio; further: on the % scale 0 is the no-effect control and ±100 the full control effect
Target sequence (Q9NR56 whole entry, looked up): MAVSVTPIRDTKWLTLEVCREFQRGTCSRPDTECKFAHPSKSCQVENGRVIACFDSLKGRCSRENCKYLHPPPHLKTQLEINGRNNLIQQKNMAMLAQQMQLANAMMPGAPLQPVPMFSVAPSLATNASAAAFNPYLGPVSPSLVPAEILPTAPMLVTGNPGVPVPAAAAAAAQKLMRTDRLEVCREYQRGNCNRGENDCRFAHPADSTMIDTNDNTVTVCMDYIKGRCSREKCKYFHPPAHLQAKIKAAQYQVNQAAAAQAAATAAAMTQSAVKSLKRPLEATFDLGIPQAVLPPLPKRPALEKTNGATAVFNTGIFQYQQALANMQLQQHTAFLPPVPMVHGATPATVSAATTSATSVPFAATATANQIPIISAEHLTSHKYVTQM
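Compounds (final 92 nM to 58 uM) are added to His-tagged MBNL1 and biotin-(CUG)12, then terbium anti-His antibody and streptavidin-XL665 (5 nM final). After 60 min at room temperature, the 665/545 nm ratio is read.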
BRCA1 expr up – increases BRCA1 expression. Potency, µM (series often up to 46.1 µM), inactives show at the highest dose activation, most hits filed as activators. AID 624202. 380,000 compounds, 1.1% hits. MCF7-BRCA1-FFLuc reporter, luminescence, 48 h; response scale: scaled: vehicle 0%, 10 µM genistein 100%; further: nearly all actives have a fitted effect of over 80% in size; some results filed as inactive show a strong effect at the top dose
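MCF7-BRCA1-FFLuc, 2000 cells/well; 2 h attach, 37 °C/5% CO2; compound 48 h; luciferase substrate 15 min; luminescence end-point. Norm. to genistein 10 microM max activation and DMSO; concentration-response curves fitted.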
ELG1 genotox – induces genotoxicity in HEK293T cells with luciferase-tagged ELG1; HEK293T ELG1-luciferase reporter, luminescence, 16 h; Potency, µM (series often up to 46 µM), inactives show at the highest dose activity change, positive = activation, hits mostly activators; 330,000 compounds, 1.3% hits; AID 504466; further: % of control where 0% means no effect; nearly all actives have a fitted effect of over 60% in size
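Cells (2,000/well) expressing the ELG1-luciferase fusion are dosed by pin tool and kept 16 hr at 37 °C, 5% CO2. Signal comes from ONE-Glo luciferase reagent after 30 min at room temperature.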
Numbers without * were called inactive; ? = inconclusive; . = no result given; [ ] = another dose, or the depositor's remark. Unless noted, the call rests on the fitted dose curve; in most records, active means well fitted curve in the direction sought with a large enough effect; inconclusive means small, poorly fitted or top-dose-only effect, or another doubt; inactive means no such curve, though single readings can be large; an effect the other way counts as inactive or inconclusive. Potency means the concentration at half of the fitted maximal effect.

SMILES | FLuc counter | Gal4-VP16 FLuc | uPA surface inh | Rab9 promoter act | NPC1 prom act | MLL CXXC-DNA inh | p53 reactivation | RORg inh | MBNL1-CUG inh | BRCA1 expr up | ELG1 genotox
O=C(N/N=C/c1ccoc1)c1ccccc1F | ? | -1.1% | 0.3% | 18.2% | 18.8% | ? | ? | -4.4% | 2.0% | ? | ?
O=C(NCc1ccco1)C1Cc2cc(Cl)ccc2O1 (configuration not stated) | -3.1% | -4.6% | 0.6% | 2.1% | -7.7% | 11.9% | 11.2% | 16.2% | -0.8% | -5.1% | -7.2%
O=C(CNC(=O)c1cccc(OC(F)F)c1)OCC(=O)c1ccccc1 | 2.8% | -11.4% | 2.4% | -21.7% | -5.9% | -6.9% | 1.4% | -0.4% | -6.2% | -25.0% | 0.2%
CCCn1c(=N)c(C#N)cc2c(=O)n3ccccc3nc21 | -6.4% | 0.9% | -8.0% | -0.6% | 0.2% | 15.0% | 5.2% | 0.0% | ? | -8.3% | -2.9%
CSc1ccc(/C=C(\NC(=O)c2ccc(C)cc2)C(=O)NN)cc1 | -6.1% | -2.4% | 6.8% | 7.2% | 5.9% | 4.1% | -3.5% | -5.4% | 16.1% | 1.3% | -3.5%
CCN(C(=O)CN1C=NS(=O)(=O)c2ccccc21)c1ccccc1 | -1.2% | -1.4% | 0.2% | -2.1% | -3.3% | -5.5% | -5.5% | -2.1% | 0.0% | 1.5% | 3.0%
COc1ccccc1OCCNc1ccc(S(=O)(=O)N2CCCC2)cn1 | -2.2% | . | -2.2% | -0.3% | 0.4% | . | 1.7% | . | . | -15.4% | 0.2%
CCOc1ccc(Nc2oc(Cc3ccccc3)nc2C#N)cc1 | ? | 1.5% | 2.0% | 4.6% | 24.8% | -6.5% | ? | 92.2% | 0.8% | ? | ?
COc1cccc(/C=C/C(=O)OCC(=O)NC(=O)NC2CCCC2)c1 | -6.0% | . | 10.8% | -3.1% | -2.2% | . | -0.6% | . | . | -8.3% | 0.3%
COCCn1c(=S)[nH]c2sc3c(c2c1=O)CCC(C)C3 (configuration not stated) | 16.9µM* | 1.26µM* | -1.5% | 2.9% | -1.3% | 1.8% | ? | 1.12µM* | 65.5%[activator] | -21.1% | -6.7%
CSc1cccc(NC(=O)C2C3C=CC4(O3)C2C(=O)N(CCN2CCOCC2)C4C(=O)NC2CCCCC2)c1 (configuration not stated) | -1.3% | 3.0% | -1.8% | -5.8% | 2.1% | 4.2% | -5.7% | -1.0% | 3.4% | -11.7% | -0.9%
COc1ccc(C(=O)Nc2ccc(NC(=O)C3CCCCC3)nc2)cc1 | 0.9% | -3.8% | -1.2% | 4.5% | 2.2% | 10.3% | -2.5% | -9.7% | -0.2% | -28.3% | ?
CCOc1cc(/C=N\NC(=O)c2ccc(NC(=O)C(C)(C)C)cc2)ccc1OC(=O)c1cccc(C)c1 | -1.4% | -4.9% | -6.5% | 2.3% | -9.5% | 8.8% | -13.7% | 5.7% | 10.0% | -69.1% | -5.2%
CN(C)/C=N/C(=S)Nc1ccccc1Cl | -18.7% | 8.4%[10 µM] | -1.9% | ? | 0.8% | -18.2% | 1.5% | 6.31µM* | -8.5% | ? | 15.3%
O=C(COc1cccc2cccnc12)N/N=C/c1ccc(O)cc1 | 16.9µM* | -3.1% | -3.8% | 1.4% | -3.8% | 15.9% | ? | 16.3% | 11.1% | -20.3% | -5.2%
CC(=O)Nc1nnc(SCC(=O)c2ccc(F)cc2)s1 | -19.4% | ? | 2.4% | 19.6% | 2.4% | -22.5% | 4.2% | 36.0% | -9.2% | 63.0% | 10.9%
CCc1c(C)nc(SCCOc2ccc(OC)cc2)[nH]c1=O | 0.6% | -1.6% | 1.1% | -10.4% | -0.1% | -13.7% | ? | 39.2% | 4.3% | -10.7% | 8.2%
CC1CCN(CCCNC(=O)C2CCC(=O)N2C2CCCC2)CC1 (configuration not stated) | -6.5% | -11.1% | 12.5% | -13.4% | -0.3% | -4.3% | 3.2% | 25.8% | -3.4% | -0.4% | -1.3%
CN1C(=O)/C(=C/c2ccc(OCc3ccccc3F)cc2)NC1=S | 0.7% | -0.9% | 8.7% | -3.0% | 0.8% | -3.4% | 4.7% | ? | 5.1% | 6.5% | 5.7%
Clc1ccc(N2CCN(c3nc4nonc4nc3N3CCSCC3)CC2)nc1 | -0.8% | -8.9% | 0.7% | -6.6% | -0.1% | 33.4%[activator] | -2.4% | 4.4% | 15.6% | 0.0% | -0.1%
CCCN1CCN(S(=O)(=O)c2ccc3c(c2)NC(=O)C(C)S3)CC1 (configuration not stated) | 0.3% | 0.1% | 0.8% | -8.0% | -0.3% | 8.7% | 1.2% | -7.6% | -8.5% | -43.3% | 1.2%
Cn1ncc(Cl)c1C(=O)NCC1CCCO1 (configuration not stated) | 3.7% | -4.1% | -1.7% | -6.0% | -0.8% | 18.5% | 3.3% | -3.0% | -4.5% | 2.8% | -3.0%
CCN(C(=O)c1cccc(S(=O)(=O)N2CCCCC2)c1)C1CCS(=O)(=O)C1 (configuration not stated) | 6.0% | . | 4.1% | -2.3% | -4.8% | . | -2.6% | . | . | -3.1% | -6.4%
CN(C)CCN(C(=O)c1cccc2ccccc12)c1nc2cc3c(cc2s1)OCO3 | -1.1% | -3.8% | -11.7% | 0.4% | -4.7% | -4.7% | 1.5% | -17.4% | -3.4% | -22.4% | -4.3%
CC(=O)N=c1cccc(NC(C)=O)n1O | 2.2% | -9.6% | 3.3% | 3.2% | -1.1% | 15.9% | -4.5% | 18.0% | -8.5% | 0.8% | 0.0%
COc1ccc(CCNc2cn[nH]c(=O)c2Cl)cc1OC | -0.2% | 3.7% | -2.7% | 1.1% | -3.5% | 2.0% | -0.9% | 0.7% | 8.1% | -14.6% | 10.3%
C=CCn1c(SCC(=O)Nc2cccc(C)c2)nnc1-c1cnccn1 | 1.3% | 8.4% | 2.3% | 4.1% | 0.5% | -1.4% | -3.8% | -2.4% | 18.4% | -2.3% | 9.7%
O=C(CNc1ccc2ccccc2c1)N/N=C/c1ccc(C(=O)O)cc1 | 26.9µM* | -0.3% | 2.1% | 2.3% | 7.9% | -4.1% | 3.1% | -17.7% | 25.5% | -8.9% | 3.0%
[N-]=[N+]=CC(=O)CC(c1ccccc1)N1C(=O)c2ccccc2C1=O (configuration not stated) | -10.2% | 7.3% | -3.5% | 0.3% | 1.1% | -6.6% | ? | 11.3% | ? | -0.7% | ?
COc1ccc2c(Cl)c(C(=O)N/N=C/c3cccnc3)sc2c1 | ? | -17.6% | -1.1% | -0.6% | -1.2% | 4.0% | -0.5% | ? | ? | -13.6% | -3.4%
COc1ccc(OCCCCN(C)Cc2ccccc2)cc1 | -2.2% | 1.2% | 1.8% | -5.1% | -2.0% | 0.6% | 4.8% | 15.4%[1.91 µM] | -1.2% | 0.0% | -3.4%
COc1ccc(NC(=O)O/N=C/c2ccccc2Cl)cc1 | 30.1µM* | 5.5% | ? | -1.6% | 4.5% | 0.6% | 16.0% | 5.9% | -20.4% | 80.6% | 16.2%
CC(=O)Nc1ccc(-c2csc(NC(C)c3ccccc3)n2)cc1 (configuration not stated) | ? | 2.4% | 5.4% | -9.9% | 3.1% | -8.1% | 2.2% | 34.4% | 18.3% | 10.7% | -1.9%
CCOCC(=O)Nc1ccc(OCc2ccccc2)cc1 | 16.9µM* | 16.5%[10 µM] | 1.9% | ? | 19.8% | 8.8% | 4.9% | 36.4% | -4.5% | 35.6% | ?
O=C(c1ccc2c(c1)OCCO2)N1CCN(c2ccccn2)CC1 | 6.0% | -5.9% | -4.3% | -5.4% | -0.3% | -14.8% | -7.2% | -9.5% | -3.4% | 10.6% | 1.3%
CC(=O)Nc1cccn(Cc2c(Cl)cccc2Cl)c1=O | -2.8% | 9.1% | -1.6% | -0.4% | -2.4% | 2.3% | 5.4% | -4.6% | -2.1% | 0.0% | 5.6%
N#Cc1ccc2[nH]cc(CCO)c2c1 | ? | 0.4% | -10.7% | 7.0% | 1.7% | -1.1% | 9.5% | -6.6% | -2.1% | 10.5% | -1.1%
Cc1ccc(-c2nn(C)c(=O)c3ccccc23)cc1S(=O)(=O)N1CCCC1 | 0.2% | -0.5% | ? | -1.1% | -4.2% | -4.7% | -8.8% | -1.2% | ? | -27.6% | 16.4µM*

A portion of the library; count on the stated rates, not on these rows.
